Bioassay records deposited in PubChem by several laboratories.
IMP-1 inhibitor = IMP-1 metallo-beta-lactamase inhibitors, primary screen, biochemical, epi-absorbance readout, Pseudomonas aeruginosa enzyme; 0.45% of 290,000 active; inhibition, % at 5.6 µM; purified IMP-1, nitrocefin hydrolysis, epi-absorbance fluorescence; metallo-beta-lactamase IMP-1 (Pseudomonas aeruginosa);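 active = inhibition above the mean plus 3 SD of all compounds in the same screening run, cut at about 4.5% in these data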;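 note: 0% = IMP-1 with DMSO and 100% = DMSO wells lacking enzyme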
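System: purified IMP-1; amount: IMP-1 0.2 nM before substrate addition; compound: single dose, 5.6 µM; times: 25 °C, 15 min preincubation, 25 min reaction; signal: Epi-absorbance via hydrolysed-nitrocefin quenching of white-plate fluorescence, 480/530 nm, EDTA stop; benchmarks: DMSO with and without IMP-1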
OXTR agonist = human OXTR agonists, primary screen, fluorescence, CHO-OTR cells, Fluo-8 calcium | Oxytocin receptor (Homo sapiens), P30559 | Fluo-8 calcium fluorescence; normalized: DMSO 0%, oxytocin 100% | activation, % at 3 µM | 0.32% of 320,000 active | AID 2435, 2010;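 active = activation above the mean of all tested compounds plus 3 SD, cutoff set per screening run, cut at about 20% in these data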;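 note: peak over basal fluorescence ratio from a 100 s FLIPR kinetic read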
Target sequence (P30559 whole entry, looked up): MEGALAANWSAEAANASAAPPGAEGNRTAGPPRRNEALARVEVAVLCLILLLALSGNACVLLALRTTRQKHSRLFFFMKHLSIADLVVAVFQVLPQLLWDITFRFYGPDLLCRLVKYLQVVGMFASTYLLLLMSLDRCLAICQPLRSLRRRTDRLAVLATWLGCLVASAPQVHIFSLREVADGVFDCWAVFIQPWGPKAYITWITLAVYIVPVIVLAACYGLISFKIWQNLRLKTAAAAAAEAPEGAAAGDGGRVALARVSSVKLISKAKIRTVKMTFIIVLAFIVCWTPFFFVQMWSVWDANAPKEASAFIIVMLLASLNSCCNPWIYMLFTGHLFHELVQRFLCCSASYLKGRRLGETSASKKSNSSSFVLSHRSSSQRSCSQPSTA
FID counter = compounds displacing fluorescent DNA intercalator, primary screen, artefact control for HCV NS3 helicase inhibitor project, biochemical, FID fluorescence; DNA fluorescent intercalator displacement; inhibition, % at 7.9 µM; 0.17% of 290,000 active; AID 1845, 2009; in the data active = inhibition above about 37%;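 note: 0% = vehicle and 100% = reference compound; higher means more ethidium bromide displaced from hairpin DNA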
VIM-2 inh = VIM-2 metallo-beta-lactamase inhibitors, primary screen, biochemical, epi-absorbance readout, Pseudomonas aeruginosa enzyme; purified VIM-2, nitrocefin hydrolysis, epi-absorbance fluorescence; inhibition, % at 5.6 µM; 0.89% of 290,000 active; AID 1527, 2009;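 active = inhibition above the mean of all tested compounds plus 3 SD, cutoff set per screening run, cut at about 7.5% in these data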;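 note: red hydrolysis product quenches plate fluorescence so inhibitors raise well fluorescence; 0% = enzyme with DMSO and 100% = DMSO without enzyme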
V1R ag counter = agonists of human V1a receptor, primary screen, counter-screen for OXTR agonist project, fluorescence, CHO-V1R cells; activation, % at 3 µM; 0.25% of 320,000 active; Fluo-8 calcium fluorescence, agonist mode; 0% DMSO, 100% 3 nM vasopressin;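 active = activation above the mean activation of all tested compounds plus 3 SD, per screening run, cut at about 20% in these data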;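 note: signal is peak over basal fluorescence ratio across a 100 second FLIPR read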
HCV NS3 hel inh = inhibitors of HCV NS3 helicase, primary screen, biochemical, Cy5 molecular beacon fluorescence; NS3 helicase DNA unwinding; 0.56% of 290,000 active; inhibition, % at 10.9 µM; Hepatitis C virus NS3 helicase;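 active = inhibition above the mean of all tested compounds plus 3 SD, set per campaign, cut at about 35% in these data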;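 note: 0% = DMSO wells and 100% = thioflavine S control wells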
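System: HCV NS3 helicase fragment; control set: DMSO and thioflavine S; technique: Cy5 fluorescence at 0 and 60 min, beacon hairpin quenching; reagent: beacon DNA duplex substrate plus ATP; replicates: singlicate; schedule: 1 h reaction at 25 °C, ATP-initiated; medium: MOPS buffer pH 6.5 with MgCl2, DTT, Tween20, BSA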
PHOSPHO1 inh = PubChem AID 1565. recombinant PHOSPHO1, absorbance phosphatase assay. inhibition, % at 13.3 µM. 1.1% of 290,000 active; in the data active = inhibition above about 60%
Target sequence (Q8TCT1 whole entry, looked up): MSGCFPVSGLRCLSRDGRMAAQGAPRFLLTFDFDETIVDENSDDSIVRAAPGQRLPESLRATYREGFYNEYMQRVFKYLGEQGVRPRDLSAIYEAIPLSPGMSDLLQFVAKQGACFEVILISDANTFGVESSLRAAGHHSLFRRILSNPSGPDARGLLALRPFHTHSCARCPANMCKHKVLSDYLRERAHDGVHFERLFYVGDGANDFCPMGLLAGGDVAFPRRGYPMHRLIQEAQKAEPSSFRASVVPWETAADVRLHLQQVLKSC
GalR3 antagonist = GalR3 antagonists in HEK293 cells, primary screen, cell-based, fluorescence readout; HEK293 GalR3-CNG cAMP membrane potential fluorescence; galR3 body fused to GalR1 C-terminus; inhibition, % at 3 µM; 0.44% of 360,000 active;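 active = inhibition above the screen-wide average plus 3 SD, cut at about 13% in these data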;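 note: forskolin and galanin both at EC90 stimulate the cells; cAMP rise reported by CNG channel membrane potential dye signal; 0% = forskolin plus galanin with DMSO and 100% = forskolin alone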
Target sequence (O60755 1-299 limits assumed): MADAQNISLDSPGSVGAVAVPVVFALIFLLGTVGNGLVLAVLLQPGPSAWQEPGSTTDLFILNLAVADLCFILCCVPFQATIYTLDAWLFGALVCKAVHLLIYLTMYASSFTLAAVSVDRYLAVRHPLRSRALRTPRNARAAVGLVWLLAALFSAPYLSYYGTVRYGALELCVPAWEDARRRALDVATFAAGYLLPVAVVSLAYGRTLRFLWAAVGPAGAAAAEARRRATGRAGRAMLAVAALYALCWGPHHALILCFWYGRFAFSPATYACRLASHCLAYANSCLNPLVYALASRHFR
GPR7 antag = GPR7 receptor antagonists, primary screen, cell-based, fluorescence, single concentration; AID 1861, 2009; Neuropeptides B/W receptor type 1 (Homo sapiens), P48145; 1.1% of 290,000 active; inhibition, % at 4.4 µM; GPR7-expressing cells, fluorescence antagonist assay; in the data active = inhibition above about 16%, passing the limit was not always enough;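 note: cells stimulated with the agonist NPW; 0% = agonist with vehicle and 100% = vehicle without agonist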
* hit, by the source's call; · = no result given. Rows were taken by chance. Share with any hit: about 4.3%.

nr	compound	IMP-1 inhibitor	OXTR agonist	FID counter	VIM-2 inh	V1R ag counter	HCV NS3 hel inh	PHOSPHO1 inh	GalR3 antagonist	GPR7 antag
1	COc1ccc(CNC(=O)COC(=O)c2ccco2)cc1	-0.3	-0.8	-1	-0.4	0.5	-7	45	-2	0
2	COc1ccc(OC2CCN(S(=O)(=O)c3ccc(OC)c(OC)c3)CC2)cc1	-1.5	11	-28	-1.1	11	-5	38	-9	-6
3	COc1ccc(NC(C)=O)cc1NC(=O)CSc1nnc(-c2cccnc2)n1C	2.9	2.2	-3	-1.9	0.3	-3	14	-4	-15
4	O=C(Nc1c(C(=O)N2CCC(N3CCCCC3)CC2)oc2ccccc12)c1ccc(F)cc1	2.4	0.3	16	5.6	-0.6	-10	15	1	-1
5	COc1ccccc1CC1(C)NC(=O)N(CC(=O)Nc2cc(C)on2)C1=O (stereo unspecified)	-2.1	0.5	-15	-0.6	0.0	13	3	-3	-15
6	O=S(=O)(c1cccc2cccnc12)N1CCN(c2ccccn2)CC1	-2.4	1.0	-11	-0.7	0.6	5	15	-2	-17
7	CCCc1cc(=O)[nH]c(SCC(=O)N(CC)C2CCS(=O)(=O)C2)n1 (stereo unspecified)	-2.4	1.9	-5	1.1	2.8	1	14	·	-3
8	CCOCCCNCC(=O)N1CCN(S(=O)(=O)c2ccc(C)cc2)CC1	-4.0	0.2	9	-3.2	0.2	-4	-14	-4	-8
9	COc1ccc(/C=C/C(=O)Nc2ccccc2C(=O)NCC(c2ccc(OC)cc2)N(C)C)cc1 (stereo unspecified)	-1.4	5.1	19	-1.9	3.8	-60	19	-10	-4
10	NS(=O)(=O)c1cccc(NC(=O)CNC(=O)CC23CC4CC(CC(C4)C2)C3)c1	-1.7	-0.2	-9	-1.7	0.0	-22	24	-4	-13
11	COc1ccc2c(c1)C=C(C(=O)NCc1ccc(Cl)cc1)CO2	-2.2	-0.3	-3	-2.6	1.9	-3	-8	-5	-1
12	CCn1c(O)c(/C=N/N=C2CCCCC2)c2cc(C3=NNC(=O)CC3)ccc21	-2.5	0.5	-12	-2.9	1.3	12	49	25*	-16
13	COC(=O)c1cc(NC(=O)C(C)c2ccc(CC(C)C)cc2)ccc1O (stereo unspecified)	-1.6	1.9	7	-1.5	4.3	1	41	-4	-2
14	COc1cc(CCC(=O)Nc2nnc(C)s2)cc(OC)c1OC	-1.2	0.7	-12	-3.0	0.6	1	24	-9	7
15	Cc1nc2ccccc2n1C1CC(=O)N(N(C)C)C1=O (stereo unspecified)	-4.3	0.5	-2	-0.5	-0.3	-12	25	-4	-7
16	CCOC(=O)C1CCN(C(c2cccc(F)c2)c2sc3nc(C)nn3c2O)CC1 (stereo unspecified)	-2.9	-0.4	-23	0.7	0.6	-6	-10	·	3
17	CC(=O)N1CCOc2ccc(S(=O)(=O)N3CCC(C(=O)Nc4ccc(C)c(C)c4)CC3)cc21	-4.3	3.5	-49	0.0	4.2	-11	15	1	-14
18	CN(C)CC1CCCCC1OC(=O)c1ccc(Cl)cc1 (stereo unspecified)	-3.6	1.4	9	-1.5	1.0	6	-10	-2	-4
19	CCNc1nc(Cl)nc(N(NC(C)=O)C(C)C)n1	-3.7	-0.8	-2	-4.4	-0.4	8	16	-3	-13
20	COc1cc(CN2CC(=O)N(c3cc(Cl)ccc3C)C2=S)cc(OC)c1OC	-2.0	1.2	-37	-0.7	-0.2	-24	25	-9	3
21	Cc1ccccc1/C=N/N1C(=O)CSC1=S	1.6	-0.6	-10	-3.9	0.2	8	20	-11	-8
22	CSc1nc(C(=O)N2CCCC(N3CCN(c4ccccc4C)CC3)C2)cs1 (stereo unspecified)	-4.2	-1.6	-16	-1.6	1.7	-12	23	0	-8
23	Cc1ccccc1C(=O)Nc1nnc(-c2ccco2)s1	-1.1	4.1	4	-0.2	2.2	-3	17	-7	4
24	COc1ccc(/C=C/C(=O)CC(O)(c2ccccc2)C(F)(F)F)cc1 (stereo unspecified)	0.8	-1.4	-16	-4.8	0.8	-11	-1	-5	0
25	Cc1cc(Cl)c(O)c(-n2nc3ccccc3n2)c1	-1.4	-0.2	-3	-0.4	-0.4	24	36	-5	-7

The closing two entries of the part before lead into the next:
nr	compound	IMP-1 inhibitor	OXTR agonist	FID counter	VIM-2 inh	V1R ag counter	HCV NS3 hel inh	PHOSPHO1 inh	GalR3 antagonist	GPR7 antag
24	COc1ccc(/C=C/C(=O)CC(O)(c2ccccc2)C(F)(F)F)cc1 (stereo unspecified)	0.8	-1.4	-16	-4.8	0.8	-11	-1	-5	0
25	Cc1cc(Cl)c(O)c(-n2nc3ccccc3n2)c1	-1.4	-0.2	-3	-0.4	-0.4	24	36	-5	-7
26	Cc1ccccc1CC1(CO)CCCN(Cc2ccc3c(c2)OCCO3)C1 (stereo unspecified)	-3.2	3.7	13	-2.4	4.7	3	26	-6	11
27	CCN(CC)CCNc1nc(-c2ccco2)c2c(c1C#N)CC(C)(C)OC2	-6.1	2.0	15	-3.0	1.2	-4	-2	1	-8
28	Cc1ccc(CNC(=O)c2nc3nc(C)cc(C)n3n2)cc1	-0.7	-0.4	-6	-1.7	-0.6	11	7	2	9
29	CCCN(CC#CC(O)(c1ccccc1)c1cccnc1)CCC (stereo unspecified)	-1.7	-0.1	-2	-1.9	0.2	45*	45	-1	0
30	O=C(NNC(=O)c1ccccc1F)c1cccc(Cl)c1	-3.0	0.6	-2	-1.7	0.7	6	32	8	0
31	O=S(=O)(c1ccccc1F)N1CCc2ccccc2C1	0.7	-1.7	-6	0.5	-1.0	-8	15	-9	-9
32	COc1ccc(C)cc1NC(=O)CCCN1C(=O)C2CC=CCC2C1=O (stereo unspecified)	-1.4	-0.5	-19	1.5	-0.5	4	8	-4	-5
33	Cc1cc(C)cc(NC(=O)c2cnn(-c3ccccc3)c2C2CCNCC2)c1	-2.5	0.6	18	-2.4	1.1	-18	44	0	-7
34	O=C(Nc1nnc(-c2ccco2)o1)c1ccc(N2C(=O)CCC2=O)cc1	-2.3	0.5	-5	0.7	-0.4	-3	9	0	1
35	CC(C)n1nc(C(=O)Nc2ccccc2N2CCOCC2)c2ccccc2c1=O	0.0	-2.3	-3	-0.3	-1.6	1	-6	-5	-8
36	COc1ccc(C)cc1S(=O)(=O)Nc1cccc(Cl)c1Cl	-6.0	-1.3	-15	-3.0	-1.1	-5	-13	-3	-1
37	Cc1cc(C(=O)NCc2ccc(Cl)cc2)n(-c2ccccc2)n1	-2.3	-0.1	-7	-0.4	0.1	8	20	-4	-21
38	CCCCNc1cc(F)nc(N)n1	1.6	0.3	-1	0.2	-0.1	-4	-2	-4	-8
39	Cc1ccc(C(=O)C2=C(O)C(=O)N(c3ncccn3)C2c2ccc(Cl)cc2)o1 (stereo unspecified)	-4.0	-0.1	-24	0.4	0.1	13	7	-3	-9
40	CC1CCN(c2ccc(N3C(=O)C4CCCCC4C3=O)cc2[N+](=O)[O-])CC1 (stereo unspecified)	-4.3	-0.3	-4	-3.5	-0.3	-9	-12	-3	0
41	Cc1nc2ccc(Nc3ccncc3)cc2s1	-2.6	0.4	5	3.6	-0.2	0	20	-5	-10
42	CCc1cc(C(=O)Nc2ncccc2O)sc1C	-2.9	-1.0	-8	-3.7	-0.8	9	29	-3	-13
43	O=c1[nH]n(-c2ccc(F)cc2)c2ncccc12	-3.1	0.9	-1	-6.4	0.3	3	-34	-4	2
44	Cc1cc(C(=O)COC(=O)CNC(=O)c2ccc(F)cc2)c(C)n1Cc1ccco1	-1.0	0.3	-30	-1.9	1.9	10	-1	-4	-6
45	CC(=O)N(c1ccc(N(C(C)=O)S(=O)(=O)c2ccccc2)cc1)S(=O)(=O)c1ccccc1	-1.7	0.1	-19	0.5	0.8	-2	32	-9	5
46	Cc1nn(Cc2ccccc2)c(C)c1C(=O)OCC(=O)c1cc(C)n(CC(F)(F)F)c1C	1.3	-2.1	-29	1.4	0.1	2	9	-4	8
47	Cc1cccc(NC(=O)CCCN2C(=O)C3CC=CCC3C2=O)c1 (stereo unspecified)	-0.3	-1.1	-22	-3.2	-1.4	-1	1	-3	-2
48	Cc1cccc(Nc2cc(C)c3c(O)cccc3n2)c1C	-1.1	16	18	3.6	13	-59	-9	3	9
49	COc1ccc(NC(=O)NCCCCc2ccccc2)cc1OC	-0.1	0.7	-31	-0.4	4.0	-3	31	-4	-8
50	O=C(CCCN1C(=O)c2cccnc2Oc2ccc(Cl)cc21)N1CCCCC1	-1.1	-0.3	-36	-0.1	1.0	5	22	-2	-4

Single records (already shown):
CCOCCCNCC(=O)N1CCN(S(=O)(=O)c2ccc(C)cc2)CC1 is listed with IMP-1 inhibitor = -4.0; OXTR agonist = 0.2; FID counter = 9; VIM-2 inh = -3.2; V1R ag counter = 0.2; HCV NS3 hel inh = -4; PHOSPHO1 inh = -14; GalR3 antagonist = -4; GPR7 antag = -8
COc1ccc(CNC(=O)COC(=O)c2ccco2)cc1 is listed with IMP-1 inhibitor = -0.3; OXTR agonist = -0.8; FID counter = -1; VIM-2 inh = -0.4; V1R ag counter = 0.5; HCV NS3 hel inh = -7; PHOSPHO1 inh = 45; GalR3 antagonist = -2; GPR7 antag = 0

Reprinted at random: two records from the list.
nr	compound	IMP-1 inhibitor	OXTR agonist	FID counter	VIM-2 inh	V1R ag counter	HCV NS3 hel inh	PHOSPHO1 inh	GalR3 antagonist	GPR7 antag
39	Cc1ccc(C(=O)C2=C(O)C(=O)N(c3ncccn3)C2c2ccc(Cl)cc2)o1 (stereo unspecified)	-4.0	-0.1	-24	0.4	0.1	13	7	-3	-9
36	COc1ccc(C)cc1S(=O)(=O)Nc1cccc(Cl)c1Cl	-6.0	-1.3	-15	-3.0	-1.1	-5	-13	-3	-1

(list continues)
nr	compound	IMP-1 inhibitor	OXTR agonist	FID counter	VIM-2 inh	V1R ag counter	HCV NS3 hel inh	PHOSPHO1 inh	GalR3 antagonist	GPR7 antag
51	CCCc1n[nH]c(=O)c2c1nnn2Cc1ccccc1F	-4.4	-0.4	-12	-1.6	-0.3	-3	9	-3	-18
52	CCN=C(Nc1ccc2c(c1)OCO2)SC1CC(=O)N(c2ccccc2F)C1=O (stereo unspecified)	-0.8	-1.1	-7	-2.4	3.9	-1	-3	-1	9
53	Cc1ccccc1C1C(C#N)=C2N=C(N)c3c(sc4c3CCCCC4)N2C2=C1C(=O)CC(C)(C)C2 (stereo unspecified)	0.1	1.1	-20	-1.7	1.9	9	8	-2	5
54	S=C(Nc1ccc(Nc2ccccc2)cc1)N1CCN(c2ncccn2)CC1	-6.2	4.0	0	-0.9	2.7	-10	-5	5	1
55	COC(=O)c1ccc(CN2C(=O)NC3(CCC(C)CC3)C2=O)o1 (stereo unspecified)	-0.9	-0.4	-3	-3.3	1.3	3	-4	3	3
56	Cc1nnc(NCCc2ccccc2)[nH]c1=O	-2.4	0.5	-3	-4.7	-0.1	-7	-2	-4	-3
